Source: PubChem (several laboratories)
CSN inh = inhibitors of CSN-mediated cullin deneddylation, primary screen, biochemical, fluorescence polarization, uHTS; Purified CSN, SCF-Nedd8-OG deneddylation; inhibition, % at 12.5 µM; actives 0.38% (n = 360,000);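 active = pattern-corrected inhibition above about 35%, with an unprinted fluorescence ratio check between 0.5 and 1.5, limit read from the data, passing the limit was not always enough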;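 note: 0% = enzyme with substrate and 100% = substrate without enzyme; some results filed as inactive read as strong as hits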
Target sequence (Q92905 whole entry, looked up, one chain of several): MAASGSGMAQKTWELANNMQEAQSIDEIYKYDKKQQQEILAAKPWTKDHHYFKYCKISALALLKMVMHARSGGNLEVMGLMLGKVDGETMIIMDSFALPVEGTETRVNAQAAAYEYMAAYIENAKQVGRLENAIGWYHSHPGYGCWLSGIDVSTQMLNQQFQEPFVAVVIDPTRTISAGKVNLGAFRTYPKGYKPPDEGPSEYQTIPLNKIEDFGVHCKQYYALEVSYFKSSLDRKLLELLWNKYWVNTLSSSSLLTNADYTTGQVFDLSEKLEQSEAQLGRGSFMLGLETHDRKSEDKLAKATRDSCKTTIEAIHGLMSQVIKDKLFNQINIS
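test system = HEK293T-derived human Csn5 enzyme | amount = 0.24 nM Csn5 enzyme, final concentration | medium = Tris/NaCl/DTT buffer, pH 7.5 | schedule = 90 min reaction at room temperature | signal = FP | evaluation = inhibition of Csn5 cleavage, % | compound dosing = single dose of 12.5 µM compound with 0.25% DMSO | probe or stimulus = 10 nM SCFSkp2-Nedd8OG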
MT1-MMP act inh = blockers of MT1-MMP proenzyme processing, primary screen, HT1080 RFP-PRO-GFP cells, GFP/RFP fluorescence | GFP/RFP ratio fluorescence, overnight; percent of plate control window, DMSO zero | GFP/RFP ratio change, % at 20 µM | actives 0.061% (n = 360,000);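 active = GFP/RFP ratio change of at least 30% with cell ATP level not reduced by more than half and red fluorescence within 50% of control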; note: strong numbers were not always called active
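Assay system: HT1080 cells carrying an RFP-PRO-GFP reporter | Dosing: Single dose of 20 µM compound, 1% DMSO final | Incubation: Cells overnight before dosing, compound overnight, 37 °C, 5% CO2 | Evaluation: GFP/RFP fluorescence ratio | Control set: DMSO and RFP-L50D-GFP cell wells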
MsrA inhibitor = bovine MsrA enzyme inhibitors, primary screen, biochemical, absorbance, HTS; actives 0.75% (n = 360,000); inhibition, % at 15.5 µM; purified bovine MsrA, absorbance read-out; AID 651718, 2012; Methionine sulfoxide reductase A (Bos taurus); in the data active = inhibition above about 4.5%;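 note: 0% = vehicle wells with enzyme and 100% = reference inhibitor wells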
FAS TE block = FAS thioesterase domain inhibitors, primary screen, biochemical, fluorescence intensity, uHTS; recombinant FAS-TE, OMFH fluorogenic substrate, fluorescence endpoint; Fatty acid synthase (Homo sapiens), P49327; inhibition, % at 15 µM; actives 0.67% (n = 360,000);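 active = compounds whose normalised, plate-corrected inhibition of enzyme fluorescence in the single-dose primary screen is 50% or more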;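 note: 0% = DMSO with enzyme and 100% = substrate without enzyme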
Rin1-Abl PPI inh = inhibitors of Rin1-Abl protein binding, primary screen, biochemical, TR-FRET | Tyrosine-protein kinase ABL1 (Homo sapiens) + Ras and Rab interactor 1 (Homo sapiens), … | actives 0.4% (n = 360,000) | inhibition, % at 7.35 µM | AID 588664, 2011; in the data active = inhibition above about 5%, passing the limit was not always enough
PABP1 MLLE inh = inhibitors of PABP1 MLLE–PAM2 peptide binding, primary screen, biochemical, fluorescence polarization, FITC-PAM2, GST-MLLE; Polyadenylate-binding protein 1 (Homo sapiens), P11940; actives 0.36% (n = 360,000); inhibition, % at 20 µM; in the data active = inhibition above about 35%, passing the limit was not always enough;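 note: plate controls were DMSO wells with GST-MLLE for no effect and wells lacking GST-MLLE protein for full effect; some results filed as inactive read as strong as hits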
eLon inh = inhibitors of E. coli Lon protease, primary screen, biochemical, fluorescence polarization | P0A9M0 | purified E. coli Lon protease | inhibition, % at 7.94 µM | actives 0.42% (n = 360,000); in the data active = inhibition above about 13%, passing the limit was not always enough;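 note: 0% = enzyme with probe and DMSO and 100% = no enzyme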
Target sequence (P0A9M0 whole entry, looked up): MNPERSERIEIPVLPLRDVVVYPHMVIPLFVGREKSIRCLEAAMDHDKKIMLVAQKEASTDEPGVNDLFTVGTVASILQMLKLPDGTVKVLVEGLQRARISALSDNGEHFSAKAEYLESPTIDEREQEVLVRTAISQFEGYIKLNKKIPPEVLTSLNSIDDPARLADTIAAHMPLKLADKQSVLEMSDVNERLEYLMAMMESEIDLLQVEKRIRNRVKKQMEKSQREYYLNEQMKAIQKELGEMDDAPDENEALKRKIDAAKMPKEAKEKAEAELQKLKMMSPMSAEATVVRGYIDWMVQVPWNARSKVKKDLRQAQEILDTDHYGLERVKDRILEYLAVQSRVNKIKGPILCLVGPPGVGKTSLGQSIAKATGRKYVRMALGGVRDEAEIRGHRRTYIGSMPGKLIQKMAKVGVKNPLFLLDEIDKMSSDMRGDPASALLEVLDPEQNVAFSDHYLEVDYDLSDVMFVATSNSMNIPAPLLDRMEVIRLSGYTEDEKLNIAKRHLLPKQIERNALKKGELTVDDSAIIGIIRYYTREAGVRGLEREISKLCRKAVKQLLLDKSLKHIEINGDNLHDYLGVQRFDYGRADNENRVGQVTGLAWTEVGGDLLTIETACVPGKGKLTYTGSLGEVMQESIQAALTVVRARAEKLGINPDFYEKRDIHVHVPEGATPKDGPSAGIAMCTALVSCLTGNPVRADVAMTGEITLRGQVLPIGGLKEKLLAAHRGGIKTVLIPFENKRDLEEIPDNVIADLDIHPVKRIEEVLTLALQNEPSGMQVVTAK
MsrA act = bovine MsrA enzyme activators, primary screen, biochemical, absorbance, HTS; Methionine sulfoxide reductase A (Bos taurus); purified bovine MsrA, absorbance read-out; activation, % at 10.6 µM; actives 0.3% (n = 360,000); in the data active = activation above about 7.5%;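 note: 0% = vehicle and 100% = reference activator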
Rpn11 block = Rpn11 (PSMD14) deubiquitinase inhibitors, primary screen, biochemical, fluorescence polarization, uHTS. human 26S proteasome, Ub4-pepOG fluorescence polarization; 20S core pre-blocked with epoxomicin. 26S proteasome non-ATPase regulatory subunit 14 (Homo sapiens), O00487. actives 0.59% (n = 360,000). calls only at 20 µM. AID 588493, 2011;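 active = inhibition at 20 µM, scaled to each plate's controls, above about 33%, limit read from the data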
The depositor's hits bear a star; i = inactive; · = no result given; + = active, no number. Not a hit list (roughly 3.7% active in at least one column).

SMILES	CSN inh	MT1-MMP act inh	MsrA inhibitor	FAS TE block	Rin1-Abl PPI inh	PABP1 MLLE inh	eLon inh	MsrA act	Rpn11 block
CC(C)Oc1ccc(CCC(=O)N/N=C/c2ccc3c(c2)OCO3)cc1	-2	3	-1.5	1	-1	-2	-6	4	i
CCCCn1c(N)c(N(CCC(C)C)C(=O)COC(=O)c2ccco2)c(=O)[nH]c1=O	3	3	0.5	-4	1	1	2	-1	i
CN(CC(=O)Nc1cccc(S(=O)(=O)N(C)C)c1)Cc1ccccc1	-3	6	-0.5	1	3	-4	-7	0	i
CC(=O)c1ccc(N2CCN(C(=O)c3ccc4nc[nH]c4c3)CC2)cc1	-9	2	4.8*	-7	-3	-5	-3	-2	i
COc1cccc(-c2cc(C(=O)N3CCN(S(=O)(=O)c4ccccc4)CC3)[nH]n2)c1	-2	-5	-0.2	-1	-1	4	-1	-8	i
CCC(C(=O)NCc1ccco1)n1nc(C)c2c(C)n(-c3ccc(C)cc3)nc2c1=O (centres undefined)	1	2	1.1	-4	-1	-14	-13	0	i
O=CN1CCN(C(C(=O)NC2CCCC2)c2ccc(Cl)cc2)CC1 (centres undefined)	-3	-3	1.6	-7	0	8	0	-3	i
O=C1CSC(c2nn(-c3ccccc3)cc2-c2cc3ccccc3oc2=O)N1Cc1ccco1 (centres undefined)	1	5	2.1	18	2	-17	-4	-12	i
Cc1cc(C)c(NC(=O)c2ccc(CNS(=O)(=O)c3cc(C(F)(F)F)ccc3Cl)cc2)c(C)c1	-1	-1	-0.2	47	3	4	0	-1	i
CC(=O)NC(NC(=S)Nc1ccc(N=Nc2ccccc2C)cc1C)C(Cl)(Cl)Cl (centres undefined)	-6	-5	0.2	-5	-2	29	9	-8	i
COc1cc(C)c(CN2CCCCC2CO)cc1C (centres undefined)	-1	3	-0.8	-5	3	2	0	-2	i
CN(C)CCNc1oc(-c2cccc(Cl)c2)nc1C#N	0	2	1.2	-4	-1	-5	3	-3	i

Single entries from the list:
Reading of `Cc1cc(C)c(NC(=O)c2ccc(CNS(=O)(=O)c3cc(C(F)(F)F)ccc3Cl)cc2)c(C)c1` in MsrA act: -1
Reading of `CC(C)Oc1ccc(CCC(=O)N/N=C/c2ccc3c(c2)OCO3)cc1` in MsrA act: 4

Remaining list, next part:
SMILES	CSN inh	MT1-MMP act inh	MsrA inhibitor	FAS TE block	Rin1-Abl PPI inh	PABP1 MLLE inh	eLon inh	MsrA act	Rpn11 block
Cc1ccc(/C=N\NC(=O)CNC(=O)C23CC4CC(CC(C4)C2)C3)o1	2	2	0.2	-5	-1	4	2	-1	i
O=C1C(=O)N(Cc2cccnc2)C(c2cccc(O)c2)/C1=C(\O)c1ccc2c(c1)OCCO2 (centres undefined)	-1	0	1.1	-3	-4	-2	5	-9	i
CCOC(=O)N1CCC(N2C(=O)c3ccccc3C2=O)CC1	1	2	0.3	-6	-2	-13	0	-2	i
O=C(CCSc1ccc(Cl)cc1)NC12CC3CC(CC(C3)C1)C2	0	3	1.3	33	-3	11	3	-3	i
COc1ccccc1N1CCN(CCCN2C(=O)C3CCCN3C2=O)CC1 (centres undefined)	-2	-1	1.1	-7	0	6	-1	0	i
CC(CC(=O)O)CC(=O)Nc1cc([N+](=O)[O-])ccc1O (centres undefined)	-13	12	-0.3	1	3	-6	-4	-9	i
COC(=O)c1ccc(CSc2nnc(-c3ccncc3)n2Cc2ccccc2)o1	1	1	0.0	-3	2	-31	-5	-4	i
O=c1ccc2cc(S(=O)(=O)Nc3ccc(Br)cc3)ccc2o1	0	2	0.4	-4	3	0	4	2	i
COc1ccc(/C=C/c2cccc[n+]2C)c(O)c1	3	-3	0.9	-4	-4	-119	-39	-4	i
CCN=C1SC(C(=O)Nc2ccc(OC)cc2)CC(=O)N1CC (centres undefined)	3	-1	2.5	-4	0	-4	-3	-7	i
CCOC(=O)COc1cc(Br)c(/C=N/Nc2ccccc2)cc1OC	6	0	0.4	-4	-104	-37	-10	-4	i
CCN1CCc2nc(NC(=O)C(c3ccccc3)c3ccccc3)sc2C1	5	-3	1.6	-17	-1	-26	-30	-12	+
O=C(c1ccc2c(c1)OCO2)N1CCN=C1SCc1ccccc1	-2	-6	-1.0	6	1	-5	-1	0	i
CCOP(=O)(c1ccc(N(C)C)cc1)C(O)c1cc(OC)c(OC)c(OC)c1 (centres undefined)	7	2	-1.2	-6	-8	-12	-6	-5	i
COCCN1CCN(C(=O)C2CCC(=O)N(CCc3ccc(Cl)cc3)C2)CC1 (centres undefined)	-4	0	0.0	-5	-1	-5	-2	-2	i
O=C(Cc1ccc([N+](=O)[O-])cc1)Nc1cccc(C(=O)N2CCOCC2)c1	0	0	-1.6	-2	6	2	16	-2	i
CN(CCC#N)C(=O)CC1(Cc2ccccc2)CCOC(C)(C)C1 (centres undefined)	-2	2	-0.9	-7	-4	-4	-5	-7	i
COc1ccc(CNC(=O)Cn2nc([N+](=O)[O-])c(Br)c2C)cc1	-2	1	1.7	28	2	2	-3	2	i
O=C(NCc1cccc(F)c1)c1ccc2nc(N3CCOCC3)sc2c1	-1	1	1.1	-8	0	-3	-14	-2	i
COc1ccc(OC)c(CNC(=O)C2CCCN(C(=O)N(C)C)C2)c1 (centres undefined)	3	5	0.4	-12	-3	-4	-3	-7	i
Cc1cccc(OC(C)C(=O)N2CCCc3ccccc32)c1 (centres undefined)	-5	1	1.0	-2	-3	10	-6	1	i
CN(CCCC1CCCC1)C(=O)CCc1nnc(-c2ccccc2)o1	1	0	0.7	4	0	3	5	1	i
OC1=C(O)c2nc3ccccc3nc21	1	-8	·	-5	-1	-3	2	-3	i
Cc1c(NC(=O)C(C)Oc2ncnc3ccccc23)c(=O)n(-c2ccccc2)n1C (centres undefined)	6	1	-0.1	-4	1	2	-8	-1	i
CC(C)COc1cccc(C(=O)Nc2ccc(CN3CCOCC3)cc2)c1	3	7	1.1	-2	-3	4	9	-9	i
Cc1onc(-c2c(Cl)cccc2Cl)c1C(=O)N1CCN(c2ccccc2)CC1	3	-8	-1.2	10	2	-5	-1	-12	i
O=C(NCc1ccc(F)cc1)C1CC(=O)N(Cc2ccco2)C1 (centres undefined)	-7	-5	-0.6	-2	0	-7	-4	-3	i
Cn1nnnc1SCC(=O)N1CCN(c2ccccc2)CC1	-5	0	-0.1	-4	-2	3	-3	-4	i
N#C/C(=C(/O)c1ccc([N+](=O)[O-])cc1)c1nnc2n1CCCCC2	0	-1	-0.3	-3	-1	0	-11	-4	i
CCOc1ccc2oc(=O)cc(CN3CCOCC3)c2c1	3	0	0.8	-6	2	-5	-1	-5	i
O=C(COC(=O)c1ccco1)NC1CCCc2ccccc21 (centres undefined)	-2	0	0.6	-5	5	-3	-3	-4	i
N#Cc1c(NC(=O)CSc2nc3ccccc3c(=O)n2Cc2ccco2)sc2c1CCCC2	17	-9	-0.4	14	-2	10	10	1	i
CC(Oc1ccccc1)C(=O)NC1CCCCCCC1 (centres undefined)	2	-5	0.8	4	2	13	-1	-1	i
CC(C)C[C@H]1CNC(=S)N1C[C@H]1CCCN1C[C@H](CC(C)C)N1C[C@H](CC(C)C)N(CCc2ccccc2)C1=S	4	-10	0.7	-121	6	-25	-3	-2	i
Cc1ccc(NC(=O)CC2S/C(=N/c3nccs3)N(C)C2=O)c(C)c1 (centres undefined)	-10	-3	-0.1	-5	0	1	1	-2	i
CC(C)(C)OC(=O)N1Cc2[nH]c3ccccc3c2C[C@@H]1C(=O)O	-3	-2	-0.1	-6	3	-4	-7	-1	i
CC1CC2C3CCC4=CC(=O)C=CC4(C)C3(F)C(O)CC2(C)C1(O)C(=O)CO (centres undefined)	1	-4	-0.1	-2	-2	7	3	-7	i
CCCc1ccc2oc(C(=O)N(C)Cc3ccn[nH]3)c(C)c2c1	2	5	-1.0	-8	3	-4	4	-4	i
COc1nc(N(CC(N)=O)S(=O)(=O)c2ccccc2)nc(C)c1Cl	-2	-4	-1.2	-2	2	-1	-3	-9	i
CCCn1c2ccc(C)cc2c2nnc(SCCN3CCCCC3)nc21	4	-2	0.9	-3	-2	21	7	-1	i
CC1CC(C(=O)Nc2ccccc2)C(=O)O1 (centres undefined)	110	3	-1.1	-6	2	-12	-6	-1	i
N/C(=N\OC(=O)Cc1ccc([N+](=O)[O-])cc1)c1ccc([N+](=O)[O-])cc1	1	3	-1.4	4	1	6	1	-5	i
O=[N+]([O-])c1ccccc1S(=O)(=O)N1CCCCC1	1	2	-1.4	-4	0	12	-1	-6	i
CN(C)CCNc1nc(Oc2cccc(F)c2)c2sccc2n1	2	1	-0.4	-7	-2	12	6	-2	i
COc1cc(/C=C2\SC(=O)N(c3ccc(O)cc3)C2=O)cc(OC)c1OC	-2	9	0.7	-1	1	15	13	-4	i
CCOc1ccc(NC(=O)c2csc3c2CCCC3)cc1	4	-1	-1.8	9	0	2	0	-2	i
CCOc1cc(C(=O)CCC(=O)OCC(=O)N2c3ccccc3NC(=O)C2(C)C)ccc1O	4	-2	-0.6	-6	-1	-14	9	-3	i
Cc1c(NC(=O)CN2c3ccccc3CC2C)c(=O)n(-c2ccccc2)n1C (centres undefined)	0	-7	-0.3	-3	-1	-6	4	-1	i
COC(=O)c1cn(NC(=O)c2ccccc2[N+](=O)[O-])c(=O)c2ccccc12	4	-3	3.4	-6	0	-12	-1	-8	i
Cc1cc(NC(=O)c2ccc(N3C(=O)C4C5C=CC(C5)C4C3=O)cc2)no1 (centres undefined)	-4	2	0.8	-7	0	-12	1	-4	i
CCO[C@@H]1OC(C(=O)N2CCCCCCC2)=C[C@H](c2ccc(C(F)(F)F)cc2)[C@H]1CCCO	1	-1	0.3	5	2	6	4	-8	i
COc1ccc(F)c(-c2nc(CN3CCN(C(=O)c4ccco4)CC3)c(C)o2)c1	6	0	0.5	-4	0	-8	5	-1	i
COc1ccc(/C=N/NC(=O)C(=O)N2CCCCCC2)cc1	2	-1	-0.8	-2	-7	-7	7	-3	i
CCCn1c(=N)c(S(=O)(=O)c2ccccc2)cc2c(=O)n3cccc(C)c3nc21	3	2	-0.2	9	-1	4	-11	-4	i
CCS(=O)(=O)c1nc(S(=O)(=O)c2ccc(C)cc2)c(NCc2ccccn2)s1	-2	-5	-0.3	1	1	-4	2	-2	i

3 neighbouring records already listed, for reference:
SMILES	CSN inh	MT1-MMP act inh	MsrA inhibitor	FAS TE block	Rin1-Abl PPI inh	PABP1 MLLE inh	eLon inh	MsrA act	Rpn11 block
COc1ccc(/C=N/NC(=O)C(=O)N2CCCCCC2)cc1	2	-1	-0.8	-2	-7	-7	7	-3	i
CCCn1c(=N)c(S(=O)(=O)c2ccccc2)cc2c(=O)n3cccc(C)c3nc21	3	2	-0.2	9	-1	4	-11	-4	i
CCS(=O)(=O)c1nc(S(=O)(=O)c2ccc(C)cc2)c(NCc2ccccn2)s1	-2	-5	-0.3	1	1	-4	2	-2	i
